Bioassay records as filed in PubChem BioAssay.
hcGAS inh: Primary biochemical luminescence assay for human cyclic GMP-AMP synthase inhibitors; Q8N884; recombinant h-cGAS, ATP depletion, Kinase-Glo luminescence; inhibition, % at 12.5 µM; 0.081% of 290,000 active; AID 1259398, 2018;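 note: 0% = vehicle reaction and 100% = reaction without DNA for no activity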
Target sequence (Q8N884 whole entry, looked up): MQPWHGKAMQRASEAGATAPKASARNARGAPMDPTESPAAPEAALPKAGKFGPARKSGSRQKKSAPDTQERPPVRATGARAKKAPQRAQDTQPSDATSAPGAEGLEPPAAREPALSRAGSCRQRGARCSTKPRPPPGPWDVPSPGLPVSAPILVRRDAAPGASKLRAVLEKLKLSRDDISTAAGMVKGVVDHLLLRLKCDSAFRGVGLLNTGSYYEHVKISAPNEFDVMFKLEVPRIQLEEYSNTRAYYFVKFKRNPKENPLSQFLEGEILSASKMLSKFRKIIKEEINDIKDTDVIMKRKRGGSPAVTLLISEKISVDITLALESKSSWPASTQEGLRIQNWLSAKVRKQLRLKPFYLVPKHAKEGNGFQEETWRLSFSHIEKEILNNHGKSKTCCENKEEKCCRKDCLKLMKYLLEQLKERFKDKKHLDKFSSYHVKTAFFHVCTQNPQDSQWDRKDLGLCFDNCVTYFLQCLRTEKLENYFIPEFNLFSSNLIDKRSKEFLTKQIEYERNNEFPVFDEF
mcGAS lum: cyclic GMP-AMP synthase inhibitors, mouse, primary biochemical chemiluminescence. Q8C6L5. AID 1259399, 2018. 0.15% of 160,000 active. inhibition, % at 12.5 µM. recombinant cGAS, Kinase-Glo ATP depletion luminescence;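 note: 0% = negative control wells and 100% = reference inhibitor with no enzyme activity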
NPYLR7 agonist: agonists of mosquito NPYLR7 receptor, primary screen, cell-based, Aedes aegypti, calcium fluorescence, mosquito biting behavior; HEK293T NPYLR7/Galpha15, GCaMP6s calcium fluorescence; 0.15% of 270,000 active; activation, % at 10 µM; in the data active = activation above about 40%;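 note: 0% = vehicle and 100% = reference agonist at the receptor; some compounds past the cut are filed as inactive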
The depositor's hits bear a star; · = no result given; & = joins results of further samples. Cut-off read from the data, not from the text of the source, unless noted: active = inhibition above about 40%; inactive = the rest.

The opening 5 records, to show the layout:
SMILES	hcGAS inh	mcGAS lum	NPYLR7 agonist
CC(C)c1ccc(NS(=O)(=O)c2cn(C)c(=O)n(C)c2=O)cc1	-10	-7	-2
O=C1c2ccccc2C(=O)N1c1ccc(-n2nncc2-c2ccc(Cl)cc2)cc1	-6	-6	-1
Cc1c(C(=O)N2CCN(c3nc4ccccc4nc3-c3ccccc3)CC2)oc2ccccc12	-5	-7	·
Cc1ccn(Cc2cn3cc(Br)ccc3n2)c(=O)c1	-13	·	10
Cc1ccc(Cn2nc(C)c(CNCC(O)CN3CCOCC3)c2C)cc1 (stereo not given)	-7	·	7

This part in full, repeating the preview:
SMILES	hcGAS inh	mcGAS lum	NPYLR7 agonist
CC(C)c1ccc(NS(=O)(=O)c2cn(C)c(=O)n(C)c2=O)cc1	-10	-7	-2
O=C1c2ccccc2C(=O)N1c1ccc(-n2nncc2-c2ccc(Cl)cc2)cc1	-6	-6	-1
Cc1c(C(=O)N2CCN(c3nc4ccccc4nc3-c3ccccc3)CC2)oc2ccccc12	-5	-7	·
Cc1ccn(Cc2cn3cc(Br)ccc3n2)c(=O)c1	-13	·	10
Cc1ccc(Cn2nc(C)c(CNCC(O)CN3CCOCC3)c2C)cc1 (stereo not given)	-7	·	7
O=C1CCCN1CCC(=O)N1CCCC(N2CCN(c3cccc(Cl)c3)CC2)C1 (stereo not given)	-13	·	-2
COc1coc(CN2CCCC(C(=O)c3ccc4ccccc4c3)C2)cc1=O (stereo not given)	-4	·	8
Cc1nnsc1CN(C)C(=O)C1=NNC(=O)CC1	-8	-17	12
Cn1c(=O)n(Cc2ccc(F)cc2)c(=O)c2c1nc1n2CCN1c1ccccc1	-1	·	0
Cc1cc(=O)oc2cc(OCC(=O)Nc3c(Cl)cc(Cl)cc3Cl)ccc12	-3	-5	-1
N#CCC(=O)Nc1ccccc1C(=O)OCC(=O)Nc1ccc(F)cc1Cl	-10	·	5
CN(C)c1ccc(NC(=O)C2CCCC2)cc1CN(C(=O)c1cccs1)C1CC1	-5	-6	-4
COc1ccc(CCN(Cc2ccc(C)o2)C(=O)CN(CC2CCCO2)C(=O)c2cccs2)cc1OC (stereo not given)	3	0	2
S=c1n(-c2ccccc2)cnn1CN1CCN(c2ccccc2Cl)CC1	-1	-9	1
O=C(c1nc2sccn2c1CN1CCCCC1c1nccs1)N1CCCCCCC1 (stereo not given)	4	·	-7
O=S1(=O)C2C=C(Cc3ccccc3)C1CCC2 (stereo not given)	9	·	-7
CC(C(=O)c1ccccc1)C1(O)C(=O)N(C)c2ccccc21 (stereo not given)	-2	·	11
COc1ccc(N2CCN(c3cc(C(=O)N[C@H](CO)C(C)C)ncn3)CC2)cc1OC	-5	-2	-1
CCCCC(CC)CN1C(=O)C(O)=C(C(C)=O)C1c1ccc(O)c(OC)c1 (stereo not given)	7	·	6
O=C1CN(Cc2nnc(-c3ccc(Br)cc3)o2)CCN1	0	·	-17
COc1ccc(-c2onc3c2CCC3)cc1NC(=O)C12CC3CC(CC(C3)C1)C2	-4	-4	25
COc1ccc(C(=O)NC(C(=O)NC2CC2)C2CCN(C(=O)NC(C)C)CC2)cc1 (stereo not given)	-7	-5	-9
COCCCN(CC(=O)Nc1cc(C(C)(C)C)nn1-c1ccc(C)cc1C)C(=O)c1cccc(OC)c1	-7	-5	-2
CSc1ccc(CN2CC[C@@H](N3CCN(c4ccccc4F)CC3)[C@H](O)C2)cc1	-12	·	5
O=C1CCN(c2nc(-c3ccccc3)nc3c2CCNC3)CCN1	-11	·	9
Cc1ccn2c(NC(C)(C)CC(C)(C)C)c(-c3cccc(OC(=O)c4ccccc4)c3)nc2c1	-2	-7	4
CS(=O)(=O)c1nc(S(=O)(=O)c2ccc(Cl)cc2)c(N2CCCCC2)s1	-10	-3	7
CSC=CC=CC(=O)N=c1c(C#N)cc2c(=O)n3cccc(C)c3nc2n1CC1CCCO1 (stereo not given)	-3	·	1
O=C(c1cccc(C(F)(F)F)c1)N(Cc1ccco1)Cc1c(F)cccc1Cl	-8	-4	31
OC(CN1CCOCC1)c1ccc(-c2cccc3ccnn23)cc1 (stereo not given)	-7	-19	23

Shown bar-delimited: five of the compounds above.
SMILES | hcGAS inh | mcGAS lum | NPYLR7 agonist
COc1ccc(-c2onc3c2CCC3)cc1NC(=O)C12CC3CC(CC(C3)C1)C2 | -4 | -4 | 25
COc1ccc(C(=O)NC(C(=O)NC2CC2)C2CCN(C(=O)NC(C)C)CC2)cc1 (stereo not given) | -7 | -5 | -9
COCCCN(CC(=O)Nc1cc(C(C)(C)C)nn1-c1ccc(C)cc1C)C(=O)c1cccc(OC)c1 | -7 | -5 | -2
CSc1ccc(CN2CC[C@@H](N3CCN(c4ccccc4F)CC3)[C@H](O)C2)cc1 | -12 | · | 5
O=C1CCN(c2nc(-c3ccccc3)nc3c2CCNC3)CCN1 | -11 | · | 9

(continued)
SMILES	hcGAS inh	mcGAS lum	NPYLR7 agonist
CCCc1noc(COC(=O)c2cnc(NC)s2)n1	-5	-16	-2
COc1cccc2c1OCC(C(=O)N1CCc3c(nc(C)[nH]c3=O)C1)C2 (stereo not given)	-4	·	0
COc1ccc(-n2cnnc2)c(OC)n1	-3	-13	6
O=C(NCc1ccccc1Cl)c1ccc(-c2ccc(Oc3ccccc3)cc2)s1	-3	-4	10
COCCCN(Cc1csc(COc2ccc(C)c(C)c2)n1)C(=O)Cc1ccccc1	-4	-9	-8
c1ccc2sc(C3CCCN(Cc4cc5n(n4)CCNC5)C3)nc2c1 (stereo not given)	-2	·	4
Cc1ccc(S(=O)(=O)Nc2cccc(C(F)(F)F)n2)s1	-5	·	11
CC(C)(C)n1nc2c(c1NC(=O)C1(c3ccc(Cl)cc3)CCCC1)CS(=O)(=O)C2	-3	·	-5
CCC1C(=O)NCCN1C(=S)NC(=O)/C=C/c1ccccc1 (stereo not given)	-1	·	8
Cc1c(CC(=O)NCc2ccncc2)c2c(n1Cc1ccccc1)CCCC2=O	-6	-8	13
NC(=O)C1CCN(c2nc3c(c(=O)[nH]2)C(c2ccc(F)c(F)c2F)CC(=O)N3)CC1 (stereo not given)	0	·	0
O=C(CCC1CCN(Cc2cnn(-c3ccccc3F)c2)CC1)N1CCOCC1	1	-6	18
Cc1nc(CSCCC(=O)Nc2cccnc2)cs1	0	·	-4
CCCc1nc(N2CCN(C(=O)c3cccc(Cl)c3)CC2)c2cnn(-c3ccccc3)c2n1	0	-4	-2
Cc1c(C)n2c3c(=O)n(CCCO)c(=O)n(C)c3nc2n1Cc1ccco1	-4	·	14
CCc1ccc(CN2C[C@@H](CN3CCN(CC)CC3)[C@@H](CO)C2)o1	-9	-6	·
Cc1cccc2nc(C(=O)OC(C)C(=O)Nc3ccc(F)cc3F)cn12 (stereo not given)	-7	·	6
COCCN1C(=O)N(Cc2ccccc2)C2(CCN(Cc3cccc(-c4ccccc4C)c3)CC2)C1=O	-4	-16	12
COc1cc(NS(=O)(=O)c2ccc(N)cc2)nc(OC)n1	-1&-5&4&-2	-1&-1	-1&6&-1&-3
O=C(c1cc2n(n1)CCN(CC1CC1)C2=O)N1CCN(C/C=C/c2ccccc2)CC1	-1	-5	14
O=C(Nc1ccc(F)c(F)c1)C(=O)NC1(c2cccc(F)c2)CC1	-8	-12	-4
Cc1nc2sc3c(c2c(=O)o1)CCCC3	-3&5	-3&3	19&6
COc1ncc(NC(=O)N(C)Cc2ccc(Cl)cc2)cc1C(N)=O	3	·	1
O=C(CN1CCN(c2ccccc2)CC1)Nc1cccc2ccccc12	0	-4	4
Cc1cc(C(=O)COC(=O)C=Cc2ccc(Br)o2)c(C)n1-c1nccs1	0	·	2
NS(=O)(=O)c1cc(C(=O)O)cc(N2CCCC2)c1Oc1ccccc1	-5	·	-16
COc1ccccc1OC(C)C(=O)N/N=C(\C)c1ccc2c(c1)CCC2 (stereo not given)	-1	·	0
CCCOCC(=O)N1CCCC(N2CCN(c3ccccc3)CC2)C1 (stereo not given)	-4	-17	1
C/C(=N\Nc1ccc(S(=O)(=O)Nc2ccccc2)cc1[N+](=O)[O-])c1cc(O)ccc1O	-6	-6	-1
O=C(CN1CN(c2ccccc2)C2(CCN(C(=O)c3ccc(Cl)c(Cl)c3)CC2)C1=O)N1CCCC1	-6	-5	-5
COc1ccc(OC)c(C2CCCN2C(=O)NCc2cccs2)c1 (stereo not given)	-17	-9	0
Cn1cnc(S(=O)(=O)N2CCc3ccccc32)c1	11	3	8
CN1CCN(C(=O)c2ccnc(-c3cccc(C(=O)O)c3)c2)CC1	-6	·	6
CCC(c1nc2ccccc2c(=O)n1-c1ccc(OC)cc1)N(CC(C)C)C(=O)c1ccc(Cl)c(Cl)c1 (stereo not given)	3	0	·
Cc1ccc(-n2ccc3nc(N4CCCC4)ncc3c2=O)cc1	-6	·	4
CN(C)CCCN(C(=O)CCS(=O)(=O)c1ccccc1)c1nc2cc3c(cc2s1)OCO3	-5	-8	2
Cc1c(C)n2c3c(=O)n(CCN4CCCCC4)c(=O)n(C)c3nc2n1-c1ccccc1F	0	-5	2
COC1CN(C(=O)NCc2ccccc2)CCC(=O)N(C)c2ccccc21 (stereo not given)	-7	-7	6
CC(C)(C)C(=O)NCCc1nc2ccccc2n1CCc1ccccc1	-7	-7	1
COC(=O)C(NC1CCN(C(=O)c2ccccc2)CC1)c1cccc(C)c1 (stereo not given)	-3	·	-4
CC(C)NS(=O)(=O)c1ccc(Sc2n[nH]c(C3CC3)n2)c([N+](=O)[O-])c1	-6	·	2
O=C(Nc1ccc2c(ccn2CCN2CCOCC2)c1)c1ccccn1	2	-3	-6
COC(=O)[C@@H]1C[C@@H](NC(=O)COc2cccnc2)CN1C	-8&3	2	1&7
CCOCCn1c(=O)c2c(nc3n2CC(C)CN3c2cc(Cl)ccc2C)n(C)c1=O (stereo not given)	-2	-7	8
O=C(Cc1cccc2ccccc12)NCC(=O)N1CCOC2CCCCC21 (stereo not given)	-1	·	2

Single values from above:
O=C(Nc1ccc2c(ccn2CCN2CCOCC2)c1)c1ccccn1 in NPYLR7 agonist has -6
COC(=O)C(NC1CCN(C(=O)c2ccccc2)CC1)c1cccc(C)c1 (stereo not given) in hcGAS inh has -3

Two compounds drawn at random from the list so far:
SMILES	hcGAS inh	mcGAS lum	NPYLR7 agonist
CCOCCn1c(=O)c2c(nc3n2CC(C)CN3c2cc(Cl)ccc2C)n(C)c1=O (stereo not given)	-2	-7	8
O=C(Cc1cccc2ccccc12)NCC(=O)N1CCOC2CCCCC21 (stereo not given)	-1	·	2

Remaining list, next part
SMILES	hcGAS inh	mcGAS lum	NPYLR7 agonist
O=S(=O)(c1ccc2c(c1)nc(SCc1ccccc1OC(F)F)n2CC1CCCO1)N1CCCC1 (stereo not given)	-9	-5	11
Cc1cc(=O)[nH]c(-n2nc(-c3cccs3)cc2NC(=O)C2CC2)n1	-9	·	-1
C=CCn1c(NC(=O)CC)c(C(=O)OCC)sc1=S	-9	·	3
O=C(CC1COCCN1)NCCN1N=C(c2ccccc2)CCC1=O (stereo not given)	8	-12	5
CC(C)(C)CC(C)(C)Nc1c(-c2ccc(F)cc2)nc2c(OCc3ccccc3)cccn12	1	1	3
CCCC(C(=O)N1CCc2c(nc(N(C)C)nc2N(C)C)C1)n1cccc1 (stereo not given)	5	·	0
CC(C(=O)Nc1ccccc1)N1CCN(Cc2ccc3c(c2)OCO3)CC1 (stereo not given)	-4	-2	0
CCN(CC)CC(O)COC(c1ccccc1)c1ccccc1 (stereo not given)	-17	·	0
COc1ccc(OC)c(CNC(=O)c2ccc3c(=O)n4c(nc3c2)SCCC4)c1	0	·	-12
Cc1cc(C)c(NC(=O)Cn2ncn3nc4c(c3c2=O)CCCC4)c(C)c1	-5	-8	-2
C[C@@]1(O)CCN(C(=O)/C=C/c2ccccc2)C[C@@H]1Cc1ccccc1	-5	·	29
O=[N+]([O-])c1ccc(Cl)c(C2c3cccn3CCCN2Cc2ccco2)c1 (stereo not given)	2	2	-15
NC(=O)c1oc2ccccc2c1NC(=O)C=Cc1ccco1	-12	·	3
COc1ccc(-c2nnc(NC(=O)C(C)(C)C)s2)cc1OC	1	-4	2
CCOCCCN(CC(=O)N1CCc2sccc2C1c1ccc(Cl)cc1)C(=O)c1ccc([N+](=O)[O-])cc1 (stereo not given)	-4	-6	-1
COCCNS(=O)(=O)c1ccc(OC)c(N2CCN(S(=O)(=O)c3cc(OC)ccc3OC)CC2)c1	3	0	5
Cc1ccc(C)c2[nH]c(=O)c(CCNC(=O)C(C)Oc3ccccc3)cc12 (stereo not given)	2	-6	-2
C=CCN(CC(=O)N1CCc2sccc2C1COc1ccc(Cl)c(C)c1)S(=O)(=O)c1ccc(Cl)cc1 (stereo not given)	-5	-6	-2
O=C(c1ccc2c3c(cccc13)CC2)C1CCCN(C(=O)/C=C/c2cnc[nH]2)C1 (stereo not given)	-2	2	-20
CCCc1cc(=O)n(CC(=O)Nc2ccc(C)c(C)c2)cn1	-7	·	7
CC(C)(C)NC(=O)Nc1nnc([C@H]2C[C@H](O)[C@@H](CO)O2)s1	-9	-4	5
CC(Sc1nncn1C)c1nnc(-c2cccs2)o1 (stereo not given)	-9	-9	0
CN1C(=O)c2ccccc2NC1c1cnc(C(C)(C)C)s1 (stereo not given)	-8	·	3
CCOC(=O)c1nn(-c2ccc(C)cc2)c(=O)cc1OCC(=O)NCc1ccccc1OC	-3	·	8
CCOCCn1cc(C2CCN(C(=O)c3ccc(F)c(C(F)(F)F)c3)CC2)c2ccccc21	-1	-4	3
Cc1cc(C)c(CN2CCN(c3c(Cc4ccccc4)c(C)nc4ncnn34)CC2)c(C)c1	-7	-4	·
Cc1ccc(C(C)N2c3cc(S(=O)(=O)N4CCOCC4)ccc3N3CCCC32)cc1 (stereo not given)	-5	·	0
Cc1ccc(Nc2nc(NCCc3ccccc3)nc3nccnc23)cc1	-2	·	0
Oc1ccccc1C=NCC(O)c1ccccc1 (stereo not given)	6	·	4
